Dynein cargo inh = inhibitors of GR-EGFP nuclear translocation, primary screen, dynein cargo transport inhibitor project, imaging, high-content, 3617.4 mouse cells; AID 1381, 2008; test concentration mostly 20 µM; stimulated with dexamethasone, 1 µM; hits give low values; z-score, hits read low; 0.47% of 220,000 active;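 active = plate z-score of nuclear minus cytoplasmic receptor signal below a set negative limit, without overly bright fluorescence or cell loss, cut at about -3.5 in these data, passing the limit was not always enough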;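 note: z-score of nuclear minus cytoplasmic ring GR-EGFP intensity difference per well; some compounds called inactive have numbers as strong as hits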
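Medium: Induction medium lacking tetracycline, stripped serum | Probe or stimulus: 1.0 µM final dexamethasone stimulus | Schedule: 48 h induction, then 1 h compound, then 30 min agonist, 37 °C | Signal: Automated 10x imaging of fixed Hoechst-stained cells | Evaluation: Per-cell GR-EGFP intensity, nucleus versus surrounding cytoplasmic ring, well-averaged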
Yfh1-depleted yeast = enhancers of respiration in Yfh1-depleted yeast, dose response, Friedreich's ataxia, plus single-dose screen (AID 1465); S. cerevisiae Yfh1-off respiration, WST-1 reduction, 72 h; higher fold induction means a stronger effect; fold induction at 50 µM, or EC50 in µM where a hit was titrated; 0.074% of 220,000 active;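 active = fold induction of absorbance versus untreated yeast above a set limit, then at least 30% activation at any dose in follow-up; inconclusive = repeats straddling the limit, or above it without dose testing; inactive = fold induction below the set limit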;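 note: activators that raise dye reduction in frataxin-depleted yeast; strong numbers were not always called active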
MT stabilize HCS = microtubule stabilizers in HeLa cells, primary screen, imaging, high-content imaging. HeLa tubulin immunostaining HCS, 24 h; share of cells brighter than vehicle mean+2SD. % tubulin-high responders, % at 10 µM. 0.83% of 200,000 active. AID 2205, 2009;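 active = plate Z-score above 3 for both tubulin-high and condensed-nucleus cell shares, with cell loss under 80%, at 10 µM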;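 note: anti alpha tubulin signal scored within the nucleus-defined area of each cell; some results filed as inactive read as strong as hits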
T cell modulator = modulators of CD8 T cell-vesicle binding, primary screen, mouse 2C CD8+ T cells, flow cytometry | 2C CD8+ T cell-vesicle binding; hits give low values | calls only at 7 µM | 0.068% of 330,000 active;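 active = response, share of CD8 T cells binding vesicles, and their 90th percentile fluorescence all below set limits, cut at about 80% in these data, passing the limit was not always enough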
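Benchmarks: naked versus QL9-loaded vesicles / Assay system: purified 2C TCR transgenic mouse naive CD8+ T cells / Technique: high-throughput flow cytometry with anti-B7-1 and anti-CD8 staining / Timing: Cell–vesicle co-incubation 1.5 h at 37 °C, staining 20 min on ice / Read-out: percent CD8+ FL2 mean versus row control / Probe or stimulus: QL9-loaded Drosophila micro-vesicles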
P. falciparum M1AAP = P. falciparum M1AAP inhibitors, biochemical, fluorogenic H-Leu-NHMec substrate, 1536-well (AID 1445); Aminopeptidase N (Plasmodium falciparum (isolate 3D7)); recombinant M1AAP, H-Leu-NHMec fluorogenic kinetic assay; higher % means a stronger effect; one-dose inhibition, % at 30 µM; IC50 in µM for titrated hits; 0.42% of 220,000 active;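 active = primary inhibition above the hit cutoff, then over 50% inhibition at one or more dose response concentrations, cut at about 23% in these data, passing the limit was not always enough; inconclusive = conflicting primary data, or primary hits not chosen for dose response; inactive = low primary inhibition, or under 50% at every dose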;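 note: plate controls were DMSO full reaction for no effect and no enzyme background for full effect; strong numbers were not always called active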
Autophagy mod = autophagy modulators in MEF cells, primary screen, imaging, high-content, MEF GFP-LC3; MEF GFP-LC3 puncta imaging; test concentration mostly 10 µM; 0.98% of 190,000 active; calls only at 10 µM (by protocol);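 active = percentage of spot-positive cells more than 3 SD above its plate mean, without a fluorescence outlier flag or 80% toxicity; inconclusive = no clear call, values can overlap the other calls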;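 note: spot-positive cell cutoff set from DMSO-treated cells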
bCat nuc transl = modulators of beta-catenin nuclear translocation, primary screen, imaging, HeLa cells, immunofluorescence, high-content; nuclear translocation activity, % at 5 µM; 0.3% of 190,000 active;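 active = nuclear translocation activity above 50% at 5 µM, with a well cell count of 50 or more; inconclusive = wells under 50 cells across six images, flagged as toxic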;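 note: per-cell ratio of nuclear to cytoplasmic median beta-catenin stain intensity; plate controls were DMSO negative control for no effect and GSK-3 inhibitor IX positive control for full effect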
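Read-out: Nuclear/cytoplasmic beta-catenin signal ratio, % activation | Assay system: Human HeLa cell line | Times: 24 h compound exposure at 37°C, 5% CO2 | Signal: Fluorescence imaging of beta-catenin antibody stain plus DAPI | Dosing: 5 µM primary, 0.02–20 µM confirmation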
P. falciparum M17LAP = P. falciparum M17LAP inhibitors, primary screen, biochemical, fluorogenic H-Leu-NHMec substrate, 1536-well (AID 1619); 0.38% of 220,000 active; recombinant M17LAP, H-Leu-NHMec fluorogenic kinetic assay; higher % means a stronger effect; one-dose inhibition, % at 30 µM; IC50 in µM for titrated hits; Leucine aminopeptidase (Plasmodium falciparum (isolate 3D7));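 active = compound inhibiting the enzyme by more than half at any dose during confirmatory dose-response retesting; inconclusive = strong single-dose inhibitors picked by rank but not retested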;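 note: plate controls were full reaction with DMSO carrier for no effect and no enzyme background for full effect; strong numbers were not always called active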
WT yeast gro inh = growth inhibition of WT strain, primary screen, mitochondrial fusion inhibitor project, WT and mutant strains, chemical genetic; mitochondrial fusion phenotypic screen; inhibition, % at 10 µM; 2.1% of 190,000 active; AID 1362, 2008; in the data active = inhibition above about 58%; tested in S. cerevisiae
WT yeast gro inh mutant strain = also measured in WT yeast gro inh; calls as there; inhibition, %; mitochondrial fusion phenotypic screen, mutant strain inhibition
Dynein cargo inh cytoplasmic EGFP = recorded beside Dynein cargo inh, whose call it bears; z-score; measured here: cytoplasmic GR-EGFP intensity; hits give high values
Dynein cargo inh nuclear GR-EGFP = recorded beside Dynein cargo inh, whose call it bears; z-score; measured here: nuclear GR-EGFP intensity;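 lower value marks the stronger effect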
Dynein cargo inh cell count = also measured in Dynein cargo inh; calls as there; z-score; measured here: cell count per field
bCat nuc transl cell count 5 µM = also measured in bCat nuc transl; calls as there; cell count; measured here: cell count, cytotoxicity flag
T cell modulator vesicle-bound % = second read-out of T cell modulator, no call of its own (marks repeat the call); double positive events, %; measured here: CD8+ vesicle-bound cell fraction;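 binding gate set so that unloaded-vesicle control wells show 10% double positive cells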
MT stabilize HCS Hoechst-high % = recorded beside MT stabilize HCS, whose call it bears; % Hoechst-high responders; measured here: nuclear condensation Hoechst responders;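 share of cells brighter than vehicle mean plus two SD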
MT stabilize HCS cytotoxicity % = recorded beside MT stabilize HCS, whose call it bears; toxicity, %; measured here: cytotoxicity by cell density;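 0% = mean cell density of plate MIN control wells and 100% = no cells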
Autophagy mod cell loss 18 h = further read-out of Autophagy mod, marked with its call; toxicity, %; measured here: cell loss, nuclei count;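 cell loss after 18 h compound exposure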
* hit, by the source's call; i = inactive; ? = inconclusive; . = no result given.

SMILES	Dynein cargo inh	Dynein cargo inh cytoplasmic EGFP	Dynein cargo inh nuclear GR-EGFP	Dynein cargo inh cell count	Yfh1-depleted yeast	MT stabilize HCS	MT stabilize HCS Hoechst-high %	MT stabilize HCS cytotoxicity %	T cell modulator	T cell modulator vesicle-bound %	P. falciparum M1AAP	Autophagy mod	Autophagy mod cell loss 18 h	bCat nuc transl	bCat nuc transl cell count 5 µM	P. falciparum M17LAP	WT yeast gro inh	WT yeast gro inh mutant strain
O=C(NC(Cc1ccccc1)C(=O)NCc1ccccn1)c1ccco1 (stereo unspecified)	-0.1	-0.14	0.21	-0.76	i	1.7	1.6	6.6	i	56	-1%	i	5	.	.	11%	0	4
COc1ccccc1-c1nnc2sc(-c3ccc(N(C)C)cc3)nn12	-0.53	-0.23	0.028	-0.037	i	7.7	22	49	i	26	5%	i	62	74*	414*	-2%	15	3
Cc1ccc(S(=O)(=O)N/N=C/c2ccc3nccnc3c2)cc1	0.88	0.015	0.37	-0.66	i	.	.	.	i	10	13%	.	.	0.1	1284	17%	.	.
COC(=O)C1=C(C)Nc2ncnn2C1c1ccc(OC(=O)c2ccccc2)cc1 (stereo unspecified)	-0.16	-0.29	0.38	0.18	i	6.0	3.2	8.6	i	64	5%	i	5	2.4	1351	-15%	49	2
CC(=O)c1c(C(C)=O)c(C)n(NC(=O)c2ccccc2O)c1C	-0.46	-0.21	-0.14	0.47	i	1.0	1.5	8.8	i	12	1%	i	-10	-1.2	1123	0%	6	-17
COC(=O)c1ccc(N=NN2CCOCC2)cc1	-0.24	-0.05	-0.15	0.95	i	1.4	2.0	4.2	i	21	8%	i	3	-0.3	1094	4%	-4	5
O=C(O)C(Cc1ccccc1)N1C(=O)/C(=C/c2cccs2)SC1=S (stereo unspecified)	-0.6	-0.27	-0.17	0.44	i	1.9	1.9	4.3	.	.	11%	i	17	0.7	1488	21%	-9	-14
Clc1cccc(Cl)c1-c1noc(CN2CCOCC2)n1	-1.3	-0.27	-0.74	0.95	i	.	.	.	i	56	3%	.	.	-8.0	1195	4%	.	.
Nc1nonc1-n1nnc(C(=O)N/N=C/c2ccccc2Cl)c1CSc1ccccc1	-0.14	-0.22	0.85	-0.41	i	.	.	.	i	13	7%	.	.	-0.5	1393	23%	.	.
Cc1cc(-c2nc3ncccc3o2)ccc1NC(=S)NC(=O)c1ccco1	-0.93	-0.27	-0.53	1.3	i	1.7	2.2	4.2	i	57	3%	i	11	0.6	1504	-25%	14	-1
O=C(C[n+]1cc(-c2ccccc2)n2c1CCC2)Nc1nc(-c2ccccc2)cs1	-0.58	-0.28	-0.01	1.5	i	3.8	1.4	10	i	49	0%	i	14	-1.7	1086	14%	20	5
N#Cc1c(N)n(CCOC(=O)c2cccc(Br)c2)c2nc3ccccc3nc12	-0.049	1.2	0.31	0.43	i	1.6	1.2	7.1	i	59	9%	i	-11	2.9	1055	2%	10	-11
O=C(c1ccccc1NS(=O)(=O)c1cccc(C(F)(F)F)c1)N1CCc2ccccc21	0.024	-0.29	-0.38	0.43	i	1.5	3.4	0.8	i	30	2%	i	7	.	.	-1%	20	13
Cc1[nH]n(-c2cccc(Cl)c2)c(=O)c1C=NCc1ccco1	-0.95	-0.17	-0.52	-0.46	i	1.2	2.8	0.1	i	48	12%	i	17	-0.7	1472	-4%	-10	-11
Cc1ccc(C(=O)NCc2ccco2)cc1S(=O)(=O)Nc1cccc(Cl)c1	1.4	-0.18	1.4	-0.099	i	2.3	1.2	7.9	i	22	7%	i	-2	-3.7	1101	17%	-30	-1
Cn1nc(CC(=O)NCc2ccc(F)cc2)c2ccccc2c1=O	-0.22	-0.21	0.078	0.16	i	2.3	3.8	7.2	i	41	5%	i	8	.	.	-15%	-2	-12
Cc1ccc2[nH]c(=O)c(COC(=O)c3cccs3)cc2c1	-0.58	-0.33	-0.48	0.3	i	3.2	3.5	4.5	i	39	0%	i	-3	0.0	945	-6%	-6	-15
CC(C)C1=Nc2cccc3cccc(c23)N1	-0.31	-0.22	-0.78	0.38	.	4.1	2.7	3.1	i	28	-1%	i	22	.	.	3%	-25	7
Cc1ccc(/C(N)=N/OC(=O)c2ccc(Cl)cc2Cl)cc1	2.5	-0.27	0.73	-0.96	i	2.8	5.5	9.9	i	10	4%	i	1	3.1	941	4%	0	14
CC(=O)Nc1ccc(C(=O)Cn2nnc3ccccc3c2=O)cc1	-0.42	-0.49	-0.19	0.68	i	4.9	2.4	9.0	i	15	7%	i	9	-7.2	911	16%	0	2
Cc1ccc(S(=O)(=O)NNc2ccccc2)c(C)c1	-0.38	-0.045	0.032	0.65	i	3.6	1.4	5.2	i	22	2%	i	10	2.4	1091	7%	-2	-9
O=C(Nc1ccc(NC(=O)c2ccco2)c(Cl)c1)c1ccccc1	0.24	-0.36	0.39	0.27	i	2.9	1.8	4.9	i	13	.	i	-14	0.0	937	.	-21	-5
OCCCNc1ncnc2c1[nH]c1ccccc12	-0.28	-0.22	-0.18	0.23	i	.	.	.	i	18	12%	.	.	0.1	1362	14%	.	.
COc1cc(-c2cc3nc4ccccc4n3c(N)c2C#N)cc(OC)c1OC	-0.75	0.27	-0.51	-0.17	i	.	.	.	i	42	-2%	.	.	0.4	1243	-56%	.	.
Cc1cccc(NC(=O)NCc2ccc3c(c2)cc(C)n3C)c1	0.092	0.67	0.45	-0.41	i	7.0	3.5	3.9	i	44	1%	i	8	1.9	1068	-7%	3	2

Remaining list, next part.
SMILES	Dynein cargo inh	Dynein cargo inh cytoplasmic EGFP	Dynein cargo inh nuclear GR-EGFP	Dynein cargo inh cell count	Yfh1-depleted yeast	MT stabilize HCS	MT stabilize HCS Hoechst-high %	MT stabilize HCS cytotoxicity %	T cell modulator	T cell modulator vesicle-bound %	P. falciparum M1AAP	Autophagy mod	Autophagy mod cell loss 18 h	bCat nuc transl	bCat nuc transl cell count 5 µM	P. falciparum M17LAP	WT yeast gro inh	WT yeast gro inh mutant strain
CCOC(=O)N1CCN(c2ccc([N+](=O)[O-])cc2)CC1	-0.41	-0.28	-0.42	-0.062	?	4.0	2.7	8.8	i	32	6%	i	-10	-3.7	565	6%	1	6
Cc1ccc(SCCC(=O)N2CCC(C)CC2)cc1	3	-0.28	1.1	-0.31	i	2.8	2.9	4.2	i	27	-2%	i	15	1.2	512	-3%	-3	5
Cc1nc2ccc(NC(=O)c3ccc(S(=O)(=O)N4CCOCC4)cc3)cc2s1	1.3	-0.26	1.1	0.042	.	1.2	0.9	8.4	i	48	-6%	i	-14	5.0	1068	-8%	-8	-8
Cn1c(=O)c2c(nc(CN3CCC(C(N)=O)CC3)n2CCCc2ccccc2)n(C)c1=O	0.29	-0.35	-0.015	0.38	i	3.0	1.3	1.7	i	41	-6%	i	11	-4.0	1176	2%	-3	-15
CCOC(=O)N1CCN(CC(=O)Nc2cc(OCC)ccc2OCC)CC1	-1.6	-0.035	-0.25	0.87	i	2.4	1.9	2.7	i	42	0%	i	17	-1.2	1112	11%	0	-5
N#Cc1ccc(Oc2ccc(-c3cnc4ccccc4n3)cc2)cc1C#N	-0.084	-0.24	-0.13	0.16	i	3.8	2.8	8.2	i	5	12%	i	-4	4.1	928	17%	-16	-3
O=C(CCC(=O)OCc1ccc([N+](=O)[O-])cc1)Nc1ccc(F)cc1	-0.089	-0.28	0.068	0.86	i	3.8	2.4	2.8	i	40	6%	i	2	-0.1	1664	-2%	0	4
COCn1c(COc2ccccc2)nc2ccccc21	-0.097	-0.21	0.027	-0.48	i	2.8	1.7	4.6	i	29	-1%	i	2	0.4	1030	-4%	3	15
Cc1ccc(C(=O)NC=C(Cl)Cl)cc1	4.2	-0.17	4.3	-2.2	i	2.1	2.7	11	i	14	0%	i	11	0.3	1189	1%	-1	31
CCOC(=O)C(NC(=O)CC(C)C)(Nc1sc2c(c1C(N)=O)CCCC2)C(F)(F)F (stereo unspecified)	-1.5	-0.12	-0.26	0.74	i	2.4	2.1	10	i	40	0%	i	7	-1.0	535	5%	0	-4

Compound activity as filed in PubChem.
